Screens (PubChem)
BioA inh – BioA (M. tuberculosis) enzyme inhibition | AID 602481 | inhibition, % at 9.99 µM | actives 0.096% (n = 360,000) | purified M. tuberculosis BioA enzyme, plate reader; in the data active = inhibition above about 40%; inconclusive = no clear call, values can overlap the other calls
UGM FP inh – Mtb UDP-galactopyranose mutase inhibition; purified UGM, fluorescence polarization probe displacement; inhibition, % at 10 µM; actives 0.06% (n = 320,000); AID 504406; in the data active = inhibition above about 10%, passing the limit was not always enough; inconclusive = no clear call, values can overlap the other calls
FBA Mtb inh – inhibitors of M. tuberculosis fructose-bisphosphate aldolase | actives 2.3% (n = 360,000) | inhibition, % at 1 µM | P9WQA3 | purified M. tuberculosis FBA, fluorescence read-out; in the data active = inhibition above about 27%;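 note: 0% = vehicle and 100% = reference inhibitor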
Target sequence (P9WQA3 whole entry, looked up): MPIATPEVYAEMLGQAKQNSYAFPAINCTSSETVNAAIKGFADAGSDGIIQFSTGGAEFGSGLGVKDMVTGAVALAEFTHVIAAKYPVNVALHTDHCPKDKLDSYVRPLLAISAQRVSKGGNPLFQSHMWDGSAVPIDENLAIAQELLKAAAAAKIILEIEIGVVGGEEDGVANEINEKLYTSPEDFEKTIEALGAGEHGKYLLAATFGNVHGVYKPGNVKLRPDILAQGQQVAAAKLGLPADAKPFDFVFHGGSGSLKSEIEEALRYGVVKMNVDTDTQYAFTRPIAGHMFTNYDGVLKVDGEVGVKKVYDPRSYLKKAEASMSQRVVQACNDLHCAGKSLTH
MazEF act – activators of E. coli MazEF toxin-antitoxin RNase; P0AE70; FAM/BHQ RNA-DNA oligo cleavage fluorescence, 5 h; activation, % at 20 µM; actives 0.32% (n = 350,000); in the data active = activation above about 50%
Target sequence (P0AE70 whole entry, looked up): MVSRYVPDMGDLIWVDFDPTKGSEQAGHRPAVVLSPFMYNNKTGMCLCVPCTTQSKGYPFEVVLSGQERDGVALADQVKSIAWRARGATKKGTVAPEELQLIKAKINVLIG
BoNT-F LC inh – blocks Botulinum neurotoxin F light chain protease | Multiplex microsphere protease cleavage assay, flow cytometry | inhibition, % at 10 µM | actives 0.22% (n = 360,000); in the data active = inhibition above about 35%, passing the limit was not always enough; inconclusive = no clear call, values can overlap the other calls; note: plate controls were buffer without enzyme for full effect and enzyme alone for no effect
FadD28 binding – blocks FadD28 binding to the bisubstrate probe; fluorescence polarization; inhibition, % at 12.5 µM; actives 0.22% (n = 360,000); AID 588549; in the data active = inhibition above about 8.5%, passing the limit was not always enough; inconclusive = no clear call, values can overlap the other calls
Rv3671c protease – inhibitors of M. tuberculosis serine protease Rv3671c; AID 2606; actives 0.048% (n = 320,000); inhibition, % at 5.96 µM; P9WHR9; in the data active = inhibition above about 38%;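 note: extracellular domain of Rv3671c used as enzyme; 0% = enzyme with DMSO and 100% = no enzyme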
Target sequence (P9WHR9 whole entry, looked up, the tested form may be a part): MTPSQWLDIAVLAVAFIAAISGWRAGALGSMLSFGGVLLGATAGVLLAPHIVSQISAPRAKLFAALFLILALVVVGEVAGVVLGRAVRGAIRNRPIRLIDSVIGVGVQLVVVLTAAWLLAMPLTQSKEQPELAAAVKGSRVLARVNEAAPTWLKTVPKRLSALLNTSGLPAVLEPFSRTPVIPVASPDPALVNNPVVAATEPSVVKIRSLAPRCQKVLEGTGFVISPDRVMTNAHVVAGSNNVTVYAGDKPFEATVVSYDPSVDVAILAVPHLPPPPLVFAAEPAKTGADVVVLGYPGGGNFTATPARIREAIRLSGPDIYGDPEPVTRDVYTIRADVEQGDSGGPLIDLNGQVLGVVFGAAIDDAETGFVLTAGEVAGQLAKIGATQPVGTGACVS
GDH-TPI counter – counter-screen for M. tuberculosis FBA inhibitors: GDH-TPI coupled enzymes. GDH-TPI coupled enzyme counterscreen, NADH absorbance. inhibition, % at 4.8 µM. actives 1.2% (n = 360,000). AID 588335; in the data active = inhibition above about 30%;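 note: 0% = DMSO wells and 100% = wells lacking the enzyme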
PrPC surface inh – inhibitors of human cell surface prion protein PrPC | TR-FRET read-out | P04156 | actives 0.43% (n = 370,000) | inhibition, % at 13.8 µM; in the data active = inhibition above about 24%; note: 0% = median of the test wells and 100% = reference compound wells
Numbers without * were called inactive.

The opening 2 records, ahead of the listing:
How did Cc1cc(OC(C)C(=O)NCCN2CCOCC2)c2c(C)cc(=O)oc2c1 (stereo unspecified) do in these assays?
BioA inh: 1.2; UGM FP inh: 1.9; FBA Mtb inh: 32.6*; MazEF act: 2.5; BoNT-F LC inh: -0.4; FadD28 binding: -3.4; Rv3671c protease: 0.9; GDH-TPI counter: -2.7; PrPC surface inh: -7.0

Results for COCCN1C(=O)c2ccc(C(=O)NCc3cccnc3)cc2C1=O ?
BioA inh: -0.7; UGM FP inh: 3.0; FBA Mtb inh: 2.7; MazEF act: -5.4; BoNT-F LC inh: 5.1; FadD28 binding: -2.7; Rv3671c protease: -5.5; GDH-TPI counter: -7.9; PrPC surface inh: 5.9

All compounds of this part, from the first entry:
How did Cc1cc(OC(C)C(=O)NCCN2CCOCC2)c2c(C)cc(=O)oc2c1 (stereo unspecified) do in these assays?
BioA inh: 1.2; UGM FP inh: 1.9; FBA Mtb inh: 32.6*; MazEF act: 2.5; BoNT-F LC inh: -0.4; FadD28 binding: -3.4; Rv3671c protease: 0.9; GDH-TPI counter: -2.7; PrPC surface inh: -7.0

Results for COCCN1C(=O)c2ccc(C(=O)NCc3cccnc3)cc2C1=O ?
BioA inh: -0.7; UGM FP inh: 3.0; FBA Mtb inh: 2.7; MazEF act: -5.4; BoNT-F LC inh: 5.1; FadD28 binding: -2.7; Rv3671c protease: -5.5; GDH-TPI counter: -7.9; PrPC surface inh: 5.9

How did O=C(c1nn2c(C(F)(F)F)cc(-c3ccccc3)nc2c1Cl)N1CCN2CCCC2C1 (stereo unspecified) do in these assays?
BioA inh: -0.3; FBA Mtb inh: -1.8; MazEF act: 3.1; BoNT-F LC inh: 6.5; FadD28 binding: -3.7; GDH-TPI counter: 5.6; PrPC surface inh: -17.9

Results for CCc1ccccc1NC(=O)CNC1CCCCC1 ?
BioA inh: -0.2; UGM FP inh: -2.1; FBA Mtb inh: -1.9; MazEF act: 5.4; BoNT-F LC inh: 3.2; FadD28 binding: -4.3; Rv3671c protease: 4.7; GDH-TPI counter: -1.2; PrPC surface inh: -3.3

How did COc1ccc(CN(C(=O)/C=C/c2ccco2)C2CCS(=O)(=O)C2)cc1OC (stereo unspecified) do in these assays?
BioA inh: 4.3; UGM FP inh: 0.7; FBA Mtb inh: 1.6; MazEF act: 5.6; BoNT-F LC inh: 1.9; FadD28 binding: -3.0; Rv3671c protease: -2.1; GDH-TPI counter: 12.9; PrPC surface inh: 2.5

How did CC1(C)CC(=O)C(C2C3=C(CC(C)(C)CC3=O)OC3=C2C(=O)CC(C)(C)C3)=C(O)C1 do in these assays?
UGM FP inh: -1.6; FBA Mtb inh: 0.2; MazEF act: 1.9; BoNT-F LC inh: inconclusive; FadD28 binding: -3.2; Rv3671c protease: 0.6; GDH-TPI counter: 2.4; PrPC surface inh: 0.3

How did COc1ccc(-c2n[nH]c(=S)n2-c2ccccc2C)cc1OC do in these assays?
BioA inh: 1.6; UGM FP inh: 1.5; FBA Mtb inh: 16.4; MazEF act: -6.0; BoNT-F LC inh: 2.9; FadD28 binding: -2.5; Rv3671c protease: -0.3; GDH-TPI counter: -8.6; PrPC surface inh: -0.8

Results for Cc1ccc(C)c(C(=O)COC(=O)c2c(-c3ccccc3)noc2C)c1 ?
FBA Mtb inh: 0.8; MazEF act: -0.8; BoNT-F LC inh: -9.7; FadD28 binding: -1.8; GDH-TPI counter: 2.4; PrPC surface inh: 0.0

What do the screens show for `COCCCNC(=O)Cc1c(C)c2c(cc(C)c3c(C)c(C)oc32)oc1=O`?
BioA inh: -1.4; FBA Mtb inh: 8.0; MazEF act: 5.8; BoNT-F LC inh: -3.2; FadD28 binding: -2.2; GDH-TPI counter: 9.3; PrPC surface inh: -0.5

Results for CCC(C)C(=O)Nc1ccc(S(=O)(=O)Nc2nccs2)cc1 (stereo unspecified) ?
BioA inh: 1.8; UGM FP inh: 1.7; FBA Mtb inh: 5.1; MazEF act: 9.8; FadD28 binding: 0.6; Rv3671c protease: -3.0; GDH-TPI counter: 1.7; PrPC surface inh: -8.4

How did Cc1cccc(C)c1NC(=O)NC1CCc2ccccc21 (stereo unspecified) do in these assays?
BioA inh: 0.2; UGM FP inh: 1.4; FBA Mtb inh: 1.1; MazEF act: 8.1; BoNT-F LC inh: -7.7; Rv3671c protease: 8.4; GDH-TPI counter: -3.5; PrPC surface inh: -4.6

What do the screens show for `COc1ccc(-c2nnc(Nc3ccc(OC)c(C(=O)N4CCCCC4)c3)c3ccccc23)cc1`?
BioA inh: 24.5; UGM FP inh: -0.9; FBA Mtb inh: 0.6; MazEF act: 5.4; BoNT-F LC inh: -17.8; FadD28 binding: -3.5; Rv3671c protease: 5.3; GDH-TPI counter: 16.3; PrPC surface inh: -0.3

What do the screens show for `Cc1ccc2c(CN3CC(C)CC(C)C3)cc(=O)oc2c1` (stereo unspecified)?
BioA inh: -7.7; UGM FP inh: 1.1; FBA Mtb inh: -0.2; MazEF act: 8.5; BoNT-F LC inh: 1.7; FadD28 binding: 0.6; Rv3671c protease: 1.6; GDH-TPI counter: 5.5; PrPC surface inh: -6.8

What do the screens show for `CCOC(=O)C1(CC)NC(c2cccc(F)c2)C2C(=O)N(CC)C(=O)C21` (stereo unspecified)?
BioA inh: -0.9; UGM FP inh: -1.3; FBA Mtb inh: -1.4; MazEF act: 12.7; BoNT-F LC inh: 4.8; FadD28 binding: -0.3; Rv3671c protease: -3.8; GDH-TPI counter: -2.4; PrPC surface inh: -1.3

What do the screens show for `COc1cc(-c2[nH]ncc2CN2CCN(c3cccc(C)n3)CC2)cc(OC)c1OC`?
BioA inh: 5.9; UGM FP inh: 0.1; FBA Mtb inh: 4.7; MazEF act: 8.0; BoNT-F LC inh: -2.5; FadD28 binding: -3.9; Rv3671c protease: 5.7; GDH-TPI counter: 1.0; PrPC surface inh: -0.8

What do the screens show for `COc1cccc(C(C#N)N2N=C(C)CC2(C)C)c1O` (stereo unspecified)?
BioA inh: 0.1; UGM FP inh: 1.6; FBA Mtb inh: 1.3; MazEF act: -0.5; BoNT-F LC inh: -7.9; FadD28 binding: -1.0; Rv3671c protease: 3.2; GDH-TPI counter: 7.4; PrPC surface inh: 4.8

What do the screens show for `COc1ccc(S(=O)(=O)NC(=O)C2(C)CCN2C(=O)Cc2cc(F)ccc2F)cc1` (stereo unspecified)?
BioA inh: -1.0; FBA Mtb inh: -1.2; BoNT-F LC inh: -5.1; FadD28 binding: -1.0; GDH-TPI counter: -0.9; PrPC surface inh: -0.1

Results for CCn1ncc(-c2cc(C(=O)O)no2)c1C ?
UGM FP inh: -0.6; MazEF act: 6.0; Rv3671c protease: 4.5; PrPC surface inh: 5.4

How did Cc1csc(C(C)NC(=O)c2ccc(OC3CCN(CCc4ccccc4)CC3)cc2)n1 (stereo unspecified) do in these assays?
BioA inh: 0.2; UGM FP inh: 1.7; FBA Mtb inh: -0.8; MazEF act: -13.3; BoNT-F LC inh: -5.2; FadD28 binding: 0.3; Rv3671c protease: 3.8; GDH-TPI counter: 0.4; PrPC surface inh: -3.3

Results for CCOC(=O)C1CCN(C(=O)CC(C)c2ccccc2)CC1 (stereo unspecified) ?
UGM FP inh: 3.2; FBA Mtb inh: -5.2; MazEF act: 2.1; BoNT-F LC inh: 4.6; FadD28 binding: -2.7; Rv3671c protease: -10.1; GDH-TPI counter: 3.6; PrPC surface inh: 3.5

How did O=C(COC(=O)/C=C/c1ccccc1Cl)NCC1CCCO1 (stereo unspecified) do in these assays?
BioA inh: 3.0; UGM FP inh: 3.0; FBA Mtb inh: -2.4; MazEF act: -1.7; BoNT-F LC inh: -4.1; FadD28 binding: -2.5; Rv3671c protease: 4.3; GDH-TPI counter: 5.1; PrPC surface inh: 3.0

What do the screens show for `O=C(CSc1nnc(C2COc3ccccc3O2)o1)N1CCCc2ccccc21` (stereo unspecified)?
BioA inh: -0.6; UGM FP inh: 1.7; FBA Mtb inh: -3.6; MazEF act: -5.2; BoNT-F LC inh: 11.0; FadD28 binding: -0.8; Rv3671c protease: 0.8; GDH-TPI counter: 6.5; PrPC surface inh: 4.4

What do the screens show for `COc1ccc([N+](=O)[O-])cc1NC(=O)C(C)OC(=O)c1cccnc1` (stereo unspecified)?
UGM FP inh: -1.4; FBA Mtb inh: 0.3; MazEF act: 0.3; BoNT-F LC inh: 2.1; FadD28 binding: -1.5; Rv3671c protease: -11.4; GDH-TPI counter: 6.5; PrPC surface inh: -14.9

What do the screens show for `O=C(/C=C/c1ccccc1)NC(=S)NNC(=O)c1ccco1`?
BioA inh: 0.8; UGM FP inh: -2.2; FBA Mtb inh: 2.9; MazEF act: -4.0; FadD28 binding: 1.4; Rv3671c protease: 5.6; GDH-TPI counter: 25.4; PrPC surface inh: -5.3

Results for Cc1ccc(-c2nc(CN(CC3CCC3)CC3CCCO3)c(C)o2)s1 (stereo unspecified) ?
BioA inh: -0.9; UGM FP inh: -0.8; FBA Mtb inh: 1.9; MazEF act: -3.4; BoNT-F LC inh: -5.6; FadD28 binding: 0.6; Rv3671c protease: 9.4; GDH-TPI counter: -1.6; PrPC surface inh: -9.7

How did Cc1c2c(n3c(nc4ccccc43)c1C#N)N(CCN(C)C)CC2 do in these assays?
UGM FP inh: 0.4; FBA Mtb inh: active; MazEF act: 2.6; BoNT-F LC inh: -0.1; FadD28 binding: -1.5; Rv3671c protease: -4.0; GDH-TPI counter: -2.2; PrPC surface inh: -1.6

Results for COc1ccc(OC)c(C2C3=C(CCCC3=O)Nc3nnnn32)c1 (stereo unspecified) ?
BioA inh: 1.7; UGM FP inh: -0.5; FBA Mtb inh: 0.6; MazEF act: 4.9; BoNT-F LC inh: -3.5; FadD28 binding: -1.2; Rv3671c protease: -1.5; GDH-TPI counter: 5.7; PrPC surface inh: -0.8

Results for Cc1cc(C(=O)OCC(=O)Nc2ccc(F)cc2[N+](=O)[O-])c2ccccc2n1 ?
BioA inh: 0.2; UGM FP inh: 1.2; FBA Mtb inh: 0.5; MazEF act: -3.1; BoNT-F LC inh: -0.6; FadD28 binding: -1.2; Rv3671c protease: 0.7; GDH-TPI counter: 6.4; PrPC surface inh: 3.9

How did CS(=O)(=O)N1CCC(Oc2ccccc2C(=O)NC2CCOC2)CC1 (stereo unspecified) do in these assays?
UGM FP inh: 0.5; FBA Mtb inh: -1.0; MazEF act: 2.0; BoNT-F LC inh: -11.3; FadD28 binding: -0.5; Rv3671c protease: 6.3; GDH-TPI counter: 9.2; PrPC surface inh: 7.2

What do the screens show for `COc1ccccc1C(CC(=O)Nc1ccc(C)c(C)c1)c1ccc(OC(C)C)cc1` (stereo unspecified)?
UGM FP inh: -1.1; FBA Mtb inh: -4.1; MazEF act: 7.2; BoNT-F LC inh: -1.5; FadD28 binding: -3.0; Rv3671c protease: -26.0; GDH-TPI counter: 3.9; PrPC surface inh: -6.2

What do the screens show for `Nn1c(SCC(=O)Nc2ccc3c(c2)OCO3)nncc1=O`?
BioA inh: -0.6; UGM FP inh: -0.7; FBA Mtb inh: -1.0; MazEF act: 8.6; BoNT-F LC inh: -8.4; FadD28 binding: -2.6; Rv3671c protease: 8.9; GDH-TPI counter: -2.5; PrPC surface inh: 5.8

How did Cc1cc(NC(=O)CN2C(=O)C3CC=CCC3C2=O)no1 (stereo unspecified) do in these assays?
BioA inh: -0.6; UGM FP inh: 0.0; FBA Mtb inh: -1.9; MazEF act: -1.6; BoNT-F LC inh: -3.3; FadD28 binding: -1.9; Rv3671c protease: -5.8; GDH-TPI counter: -9.2; PrPC surface inh: 4.8

How did CN1CCN(CC(O)COc2ccc(C(=O)O)cc2)CC1 (stereo unspecified) do in these assays?
BioA inh: 0.5; UGM FP inh: -1.1; FBA Mtb inh: -0.2; MazEF act: 3.5; BoNT-F LC inh: inconclusive; FadD28 binding: -1.8; Rv3671c protease: -1.1; GDH-TPI counter: 16.9; PrPC surface inh: -3.7

What do the screens show for `COc1ccccc1NC(=O)c1ccc(NS(=O)(=O)c2cccc3cccnc23)cc1`?
BioA inh: -2.8; FBA Mtb inh: -2.2; MazEF act: -5.0; BoNT-F LC inh: -3.0; FadD28 binding: 0.2; Rv3671c protease: -86.0; GDH-TPI counter: 13.4; PrPC surface inh: 9.4

What do the screens show for `Cn1cc(CN2CCc3ccccc3C2)c2ccccc21`?
UGM FP inh: 1.2; FBA Mtb inh: -4.8; MazEF act: -0.9; BoNT-F LC inh: -3.5; FadD28 binding: -3.1; Rv3671c protease: -3.1; GDH-TPI counter: -9.9; PrPC surface inh: 0.8
